TDP2 absorb = human TDP2 enzyme inhibitors, primary screen, biochemical, epi absorbance, recombinant enzyme | 0.34% of 370,000 active | T5PNP hydrolysis, p-nitrophenol absorbance 415 nm | inhibition, % at 12.8 µM | AID 720702, 2013 | Tyrosyl-DNA phosphodiesterase 2 (Homo sapiens), O95551;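 active = inhibition above the mean of all tested compounds plus 3 SD, set per campaign, cut at about 25% in these data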;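 also: 0% = DMSO with enzyme and 100% = buffer with substrate but no TDP2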
Target sequence (O95551 whole entry, looked up): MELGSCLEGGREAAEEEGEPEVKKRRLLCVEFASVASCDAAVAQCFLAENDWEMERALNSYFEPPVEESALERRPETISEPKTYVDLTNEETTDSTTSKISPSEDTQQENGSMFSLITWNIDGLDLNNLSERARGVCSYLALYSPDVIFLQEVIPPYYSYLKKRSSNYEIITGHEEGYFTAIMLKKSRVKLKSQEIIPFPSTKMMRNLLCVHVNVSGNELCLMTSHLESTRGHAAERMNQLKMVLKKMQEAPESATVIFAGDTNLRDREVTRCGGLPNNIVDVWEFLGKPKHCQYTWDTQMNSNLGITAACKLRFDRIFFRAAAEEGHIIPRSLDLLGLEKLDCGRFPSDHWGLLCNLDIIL
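System – recombinant human TDP2 · Quantity – TDP2 enzyme at 120 nM final · Doses – single concentration, 12.8 µM nominal, with 1% DMSO · Incubation – 2 h at 37 °C · Measured by – epi absorbance of p-nitrophenol freed from T5PNP by hydrolysis · Read-out – % inhibition relative to enzyme-containing and enzyme-free wells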
PLCg1 inh = PLC-gamma1 enzyme inhibitors, primary screen, biochemical, fluorescence, purified enzyme | fluorogenic substrate | inhibition, % at 12.2 µM | AID 720700, 2013 | 0.84% of 370,000 active; in the data active = inhibition above about 9.5%
Tn6 DDE FP = inhibitors of Tn6 peptide binding to fibrin DD(E), primary screen, biochemical, fluorescence polarization, human fibrin, Tn6 probe. inhibition, % at 8.3 µM. 0.21% of 370,000 active. Fibrinogen beta chain (Homo sapiens), P02675. Fibrin DD(E) TRITC-Tn6 fluorescence polarization displacement. AID 720509, 2013;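 active = inhibition above a per-campaign cutoff: mean of compounds within control limits plus 3 SD, cut at about 15% in these data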;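 also: 0% = median of all compound wells on the plate and 100% = blocking peptide control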
ADAM17 inh = ADAM17 inhibitors, primary screen, biochemical, QFRET; recombinant ADAM17, EDANS/DABCYL FRET peptide cleavage; AID 720648, 2013; 0.83% of 370,000 active; Disintegrin and metalloproteinase domain-containing protein 17 (Homo sapiens), P78536; inhibition, % at 6.95 µM;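 active = inhibition above the mean of compounds lying between control limits plus 3 SD, set per campaign, cut at about 8.5% in these data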;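 also: 0% = DMSO-only wells as the low control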
DDE Tn7 FP inh = inhibitors of Tn7 peptide binding to fibrin DD(E), primary screen, biochemical, fluorescence polarization, human fibrin, Tn7 probe; Fibrinogen beta chain (Homo sapiens), P02675; FP displacement of FITC-Tn7 peptide from fibrin DD(E); 0% = median of compound wells per plate; inhibition, % at 8.3 µM; 0.13% of 370,000 active;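 active = inhibition above the mean of compounds falling within the control limits plus 3 SD of them, cut at about 14% in these data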;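 also: 0% = plate median of compound wells and 100% = 10 µM Aha-Tn7 peptide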
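system = human fibrin DD(E) protein | quantity = DD(E) 2 µM final | medium = Tris/NaCl/CaCl2 buffer, pH 7.8 | also added = labelled Tn7 tracer, 0.1 µM | compound dosing = single point at 8.3 µM | timing = compound with protein 10 min, then 3 h after probe, room temperature | signal = FP measurement | benchmarks = Aha-Tn7 high control | repeats = one replicate per compound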
proKLK7 act = proKLK7 zymogen activators, primary screen, biochemical, fluorescence intensity | purified proKLK7, EDANS-DABCYL substrate fluorescence; 100% is mature enzyme control, 0% vehicle | 0.9% of 370,000 active | activation, % at 7 µM | AID 652039, 2013;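 active = activation above the mean of all tested compounds plus 3 SD, computed per campaign excluding outliers beyond control limits, cut at about 13% in these data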
Target sequence (P49862 whole entry, looked up): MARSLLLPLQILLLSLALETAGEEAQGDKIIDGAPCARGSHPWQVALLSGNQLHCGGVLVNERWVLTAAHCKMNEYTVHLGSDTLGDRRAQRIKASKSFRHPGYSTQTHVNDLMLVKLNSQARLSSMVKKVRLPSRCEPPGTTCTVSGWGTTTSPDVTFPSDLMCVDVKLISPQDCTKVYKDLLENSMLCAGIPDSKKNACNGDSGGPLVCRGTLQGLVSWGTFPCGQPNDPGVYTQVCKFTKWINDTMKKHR
ADAM10 inh = human ADAM10 inhibitors, primary screen, biochemical, QFRET, HTS; inhibition, % at 7 µM; 0.62% of 370,000 active; recombinant ADAM10, EDANS/DABCYL FRET peptide cleavage, 3 h;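 active = inhibition above a per-campaign cutoff equal to the mean of compounds falling between control-based bounds plus 3 SD, cut at about 20% in these data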;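 also: 0% = DMSO wells while the 100% control is not disclosed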
ASAP1 inh = inhibitors of human ASAP1 ArfGAP activity, primary screen, biochemical, fluorescence polarization; Arf-GAP with SH3 domain, ANK repeat and PH domain-containing protein 1 (Homo sapiens), …; ASAP1-stimulated ARF1 GTP hydrolysis, GDP FP detection; inhibition, % at 16.5 µM; 0.19% of 360,000 active; AID 624377, 2012; in the data active = inhibition above about 25%;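 also: 0% = vehicle with enzyme and substrate and 100% = no enzyme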
Target sequence (Q9ULH1 325-724 limits assumed): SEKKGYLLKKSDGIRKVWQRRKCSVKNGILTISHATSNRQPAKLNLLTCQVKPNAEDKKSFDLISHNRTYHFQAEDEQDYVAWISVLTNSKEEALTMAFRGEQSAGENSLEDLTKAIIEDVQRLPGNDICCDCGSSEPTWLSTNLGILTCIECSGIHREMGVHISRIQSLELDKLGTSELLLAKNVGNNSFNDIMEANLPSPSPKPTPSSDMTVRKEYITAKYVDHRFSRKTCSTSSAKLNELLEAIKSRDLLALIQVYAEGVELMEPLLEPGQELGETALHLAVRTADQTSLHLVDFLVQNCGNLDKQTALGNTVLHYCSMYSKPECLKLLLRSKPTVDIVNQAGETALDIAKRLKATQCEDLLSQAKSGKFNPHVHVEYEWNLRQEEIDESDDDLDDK
ARFGAP1 inh = inhibitors of rat ARFGAP1 GAP activity, primary screen, biochemical, fluorescence polarization, GDP tracer | Arfgap1-stimulated ARF1 GTP hydrolysis, GDP FP detection | inhibition, % at 16.5 µM | 0.26% of 360,000 active | AID 651572, 2012;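 active = inhibition above a per-plate limit, mean inhibition of low control wells plus 3 SD, cut at about 25% in these data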;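 also: 0% = DMSO wells with enzyme and 100% = wells lacking Arfgap1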
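Material – truncated rat Arfgap1 GAP domain · Buffer or medium – HEPES-based buffer, pH 7.5 · Reagent – human ARF1(Δ1-17)-GTP substrate · Dosing – 16.5 µM single point, 1.26% DMSO · Schedule – GTP hydrolysis reaction 2 h at 25 °C · Technique – GDP detection by fluorescence polarization · Benchmarks – No-Arfgap1 wells (100%) versus DMSO full-reaction wells (0%) · Repeats – single replicate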
LEDGF integ inh = blockers of LEDGF/p75-dependent integrase strand transfer – biochemical, TR-FRET, high throughput, primary screen; 0.64% of 370,000 active; inhibition, % at 3.7 µM; TR-FRET IN-LEDGF/p75 DNA integration, Eu/Cy5; AID 743269, 2014;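 active = inhibition above the screen-wide mean plus 3 SD, cut at about 13% in these data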;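 also: signal is the Cy5 over europium emission ratio at 671 and 618 nm; 0% = plate median of compound wells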
Numbers without * were called inactive; · = no result given. An unsorted share of the library; any-hit rate near 4.2%.

SMILES	TDP2 absorb	PLCg1 inh	Tn6 DDE FP	ADAM17 inh	DDE Tn7 FP inh	proKLK7 act	ADAM10 inh	ASAP1 inh	ARFGAP1 inh	LEDGF integ inh
CCOc1ccc(NC(=O)c2cc([N+](=O)[O-])ccc2N2CCOCC2)cc1	2.6	0.6	-5.4	-4.7	-2.1	0.6	-13.3	3.4	0.0	-4.7
COc1ccc(C)cc1NC(=O)CCC(=O)Nc1nnc(C2CCCCC2)s1	-8.7	2.5	-4.2	-0.8	-0.1	0.5	-1.4	0.1	-3.5	-3.9
Cn1c(=O)c2nc(SCc3ccccc3)n(C)c2n(C)c1=O	1.1	5.2	-6.2	-2.0	-0.1	0.0	-1.7	2.1	2.9	0.9
O=c1[nH]c(CN2CCCC2)nc2sc3c(c12)CCC3	-19.1	-64.9	-2.2	-68.5	-1.6	-1.5	-207.0	-6.2	-4.2	2.9
CCN1CCCc2cc(CN(CCN3CCOCC3)C(=S)Nc3cccc(C)c3)ccc21	14.4	-16.3	4.3	-9.6	2.1	1.0	-20.1	4.7	1.9	2.8
COc1ccc(OCc2nc(N)nc(Nc3ccc(C)cc3)n2)cc1	-4.7	0.2	0.5	-1.2	2.1	0.1	3.5	3.7	11.8	0.4
COc1ccc(C#Cc2cccc(-c3nc(C(=O)NCCCN4CCOCC4)cc4c3[C@H](CCO)N(S(=O)C(C)(C)C)C4)c2)cc1OC (some centres not stated)	-14.5	-14.1	-3.2	-0.1	0.6	1.6	-10.0	1.6	3.0	-2.0
Cc1cccc(C2c3[nH]c4ccccc4c3CCN2C(=O)c2noc3c2CCCC3)n1 (configuration not stated)	-8.1	-3.2	7.7	4.3	2.6	0.1	9.5	-0.9	-0.5	-2.6
CSCCC(NC(=O)c1ccco1)C(=O)NCCc1ccc(Cl)cc1 (configuration not stated)	4.0	-2.0	5.6	-2.9	3.6	-0.3	-5.5	0.9	-2.5	-1.1
CCc1nnc(NC(=O)CSc2n[nH]c(-c3ccccc3O)n2)s1	-16.4	-2.1	13.3	-1.0	3.7	-0.4	4.9	-13.2	11.2	-2.3
CN(C)CC(c1ccc(O)cc1)C1(O)CCCCC1 (configuration not stated)	-6.6	0.8	6.4	0.8	0.2	-0.3	-7.3	·	·	-1.2
O=C(Nc1nnc(S(=O)(=O)N2CCCC2)s1)c1ccccc1Br	11.2	-5.2	7.7	-1.3	-4.5	-0.1	-7.2	-6.7	-11.5	1.8
CN(C)/C=C1/N=C(c2ccccc2)OC1=O	6.8	10.1*	-4.8	3.6	-1.4	0.6	6.6	1.3	-4.4	2.8
Cc1cc(C)nc(N2CCCC(C(=O)NCCc3ccccc3F)C2)n1 (configuration not stated)	6.9	1.5	-0.6	-0.7	-2.0	-0.1	-4.1	4.1	-3.4	2.2
Cc1nc2ccc(N=NC3=C(O)CCCC3=O)cc2s1	-9.9	6.1	-4.5	1.4	-1.6	-0.3	0.1	5.7	7.7	2.9
Cc1ccc2cc(CNC(C)(C)C)c(=O)[nH]c2c1	-15.5	-175.1	-0.7	-18.8	-0.6	7.1	-54.9	-17.3	-3.2	0.8
O=C(CN1CCN(Cc2ccccc2F)C1=O)NC1CCCC1	-16.3	4.4	0.5	-3.5	0.6	0.8	2.0	8.7	-2.0	-0.7
COc1ccc(OC)c(C(c2nnnn2Cc2ccccc2)N2CCC(C(N)=O)CC2)c1 (configuration not stated)	1.9	2.9	0.6	-1.8	2.8	0.0	-1.2	2.8	-11.4	0.6
CC(=O)c1ccc(Oc2nc(-c3cccnc3)nc3ccccc23)cc1	-3.1	-3.7	0.2	-1.4	1.5	-0.6	-3.3	0.3	2.4	-2.0
O=C(CSc1nc2ccccc2c(=O)[nH]1)N1CCCCCC1	11.3	-0.5	2.5	-4.9	5.3	-0.2	-0.4	0.7	11.6	1.8
Clc1ccccc1OCCCCN1CCCC1	3.7	0.2	2.2	-4.2	-4.1	0.3	-1.3	-0.6	3.4	-2.8
CCN(c1ccc(NC(=O)COC(=O)c2cc3ccccc3oc2=O)cc1)C(C)C	4.1	-4.7	7.1	-1.8	5.7	0.6	-11.0	-6.8	-6.6	2.5
C=CCOc1ccc(C(=O)N(Cc2ccc(N(C)C)cc2)C2CCS(=O)(=O)C2)cc1 (configuration not stated)	2.8	5.5	-1.0	-6.5	0.5	0.4	4.4	6.4	24.2	-2.9
Nc1ccn([C@@H]2O[C@H](C(=O)NCC(F)(F)F)[C@@H](O)[C@H]2O)c(=O)n1	14.1	-0.2	-4.1	-3.0	0.3	0.5	-7.2	-3.6	8.0	-4.1
N#Cc1c(NC(=O)CSc2nc3ccccc3s2)sc2c1CCCC2	0.6	-4.3	1.7	-2.1	-6.0	0.0	-11.8	1.5	2.5	-1.8
CC(OC(=O)CN1C(=O)C2CCCCC2C1=O)C(=O)Nc1ncc(Cl)cc1Cl (configuration not stated)	-11.3	1.1	4.7	-5.2	0.4	0.0	-9.1	-9.0	-2.0	-0.8
CCCCSc1nnc2c(n1)OC=Nc1ccccc1-2	3.7	-1.6	3.3	-1.8	3.8	-0.5	3.5	1.6	-14.9	-0.8
CC1(C(=O)NCc2ccc3c(c2)OCO3)CCN1C(=O)C1(c2ccc(Cl)cc2)CC1 (configuration not stated)	2.9	0.5	2.7	-3.0	2.1	-0.5	0.9	-9.4	11.7	-0.4
CC(=O)C1CCC2C3CCC4CC(=O)CCC4(C)C3C(C)(O)CC12C (configuration not stated)	-0.5	4.9	-3.0	1.1	2.1	-0.4	7.3	-5.7	-3.3	2.7
CCOC(=O)[C@@H]1[C@H]2COc3cc(OC)ccc3[C@H]2N2C(=O)N(c3ccc(C(F)(F)F)cc3)C(=O)[C@@]12C	2.2	1.6	5.8	-5.5	-2.3	0.2	1.1	-6.0	-5.7	2.8
C=CC[n+]1c(-c2ccc(OCC)cc2)csc1NNC(=O)Nc1ccccc1	-4.4	-3.2	3.6	-3.6	0.6	0.1	1.1	0.7	0.5	3.4
O=C(NNC(=O)c1ccncc1)Nc1cccc([N+](=O)[O-])c1	7.7	0.1	2.4	-4.5	2.7	0.3	-11.2	-6.0	-9.1	-3.0
CCOC(=O)C1=C(C)Nc2ccccc2N/C1=N\S(=O)(=O)c1ccccc1	-9.9	-1.0	-2.4	3.9	2.0	0.0	1.9	-2.3	8.8	6.3
N#C/C(=C/c1ccc(OCc2ccccc2)cc1)C(=O)NC1CCCCC1	7.5	5.0	7.7	1.1	-2.4	-7.1	1.4	17.8	-2.0	-0.9
C/C(=C(\C#N)C(=O)NCCCN1CCOCC1)N(C)C	-8.9	-3.4	4.5	-1.4	-6.6	-0.2	-8.1	1.2	-1.6	0.6
CCc1c(C)nc2ncnn2c1N1CCC(C(=O)Nc2cccc(C(C)=O)c2)CC1	2.1	2.7	8.9	-1.5	-2.5	0.1	-2.6	-3.7	5.0	-0.6
c1ccc(-c2nc3ccccc3c3nncn23)cc1	6.0	0.0	-2.6	-2.8	1.0	0.2	-1.2	9.1	3.9	-1.9
COc1ccccc1/C=C/CN1CCCC(CCC(=O)NCc2ccc(F)c(F)c2)C1 (configuration not stated)	7.1	-0.6	-1.5	-4.0	-3.8	1.0	-8.4	-6.5	8.2	-2.3
CCOC(=O)COc1cc(O)c2c(=O)cc(-c3ccccc3)oc2c1	-3.0	-1.4	10.8	-1.6	-4.9	0.4	0.9	20.8	14.4	5.5
COc1ccc(N(CC(=O)N2CCCCC2)S(=O)(=O)c2ccccc2)c(OC)c1	-11.6	3.7	1.6	4.7	-4.4	0.3	-4.7	-2.1	-0.9	-1.8

Reprinted at random: 3 compounds from above.
SMILES	TDP2 absorb	PLCg1 inh	Tn6 DDE FP	ADAM17 inh	DDE Tn7 FP inh	proKLK7 act	ADAM10 inh	ASAP1 inh	ARFGAP1 inh	LEDGF integ inh
CCCCSc1nnc2c(n1)OC=Nc1ccccc1-2	3.7	-1.6	3.3	-1.8	3.8	-0.5	3.5	1.6	-14.9	-0.8
COc1ccc(N(CC(=O)N2CCCCC2)S(=O)(=O)c2ccccc2)c(OC)c1	-11.6	3.7	1.6	4.7	-4.4	0.3	-4.7	-2.1	-0.9	-1.8
C=CCOc1ccc(C(=O)N(Cc2ccc(N(C)C)cc2)C2CCS(=O)(=O)C2)cc1 (configuration not stated)	2.8	5.5	-1.0	-6.5	0.5	0.4	4.4	6.4	24.2	-2.9

Further compounds
SMILES	TDP2 absorb	PLCg1 inh	Tn6 DDE FP	ADAM17 inh	DDE Tn7 FP inh	proKLK7 act	ADAM10 inh	ASAP1 inh	ARFGAP1 inh	LEDGF integ inh
CCOC(=O)c1nnsc1NC(C)=O	-3.4	-4.1	-1.0	-6.2	0.4	0.2	-9.9	4.3	-5.1	1.5
Cc1ccc(NC(=O)C(NS(=O)(=O)c2cccc3nsnc23)C(C)C)nc1 (configuration not stated)	0.1	2.3	-3.4	-1.0	-4.8	0.2	-0.6	4.3	-0.8	3.0
CCOC(=O)/C(C#N)=C/c1cn(CCC(=O)O)nc1-c1ccc(Br)cc1	-4.3	-18.2	-3.9	-2.2	1.9	-0.7	-0.9	-4.9	7.8	-4.6
CC(=O)Nc1ccc(C(=O)N2CCCC(c3cc(C(=O)Nc4ccccc4)no3)C2)cc1 (configuration not stated)	4.9	2.8	7.0	-0.6	-2.5	0.1	0.1	-16.2	5.2	5.4
NC(=O)C1CCN(CC(=O)Nc2ccc3c(c2)OCCO3)CC1	2.1	0.4	4.2	-0.4	8.6	-0.2	-4.3	-2.2	5.7	4.6
Cn1c(SCC(=O)NC(c2ccccc2)c2ccccc2)nnc1-c1cccs1	-1.1	1.2	1.7	-3.6	4.1	0.2	6.1	4.2	14.0	-4.6
COC(=O)CCCCCNc1ccc(C(=O)OC)cc1N	-2.6	-4.8	-8.3	-2.5	1.6	0.1	-7.8	-13.1	-8.1	-3.4
COc1ccccc1-n1c(SCC(=O)Nc2cc(C)on2)nc2c(c1=O)SCC2	11.2	-0.4	4.4	0.8	0.6	0.4	5.2	2.9	-5.6	1.4

Screening data: PubChem BioAssay, The Scripps Research Institute Molecular Screening Center
